# RXFP1 agonist = RXFP1 (human) receptor agonism; Q9HBX9; HEK293T-RXFP1 cAMP TR-FRET, 30 min; response scale: percent of porcine relaxin response, buffer zero; Potency, µM (series often up to 57.5 µM), for the others: at the top dose activation, actives largely listed as activators; 0.3% of 370,000 active; further: potency means the concentration at half of the fitted maximal effect; on the % scale 0 is the no-effect control and ±100 the full control effect; nearly all actives have a fitted effect of over 60% in size; many of its hits are not listed in these tables
#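 Agonist response is measured as cAMP accumulation in an RXFP1-transfected HEK293T line under PDE4 inhibition. Values are scaled between buffer-only and 29 nM porcine relaxin, and EC50s come from standard Hill equation fits.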
# D1 antag = human D1 dopamine receptor antagonism; P21728; HEK293 TREx D1 cells, calcium flux, dopamine EC80; active compounds read low; activity change, negative = inhibition, % at 10 µM; 3.2% of 360,000 active; AID 504652; in the data active means activity change below about -30%; further: on the % scale 0 is the no-effect control and ±100 the full control effect
# Target sequence (P21728 whole entry, looked up): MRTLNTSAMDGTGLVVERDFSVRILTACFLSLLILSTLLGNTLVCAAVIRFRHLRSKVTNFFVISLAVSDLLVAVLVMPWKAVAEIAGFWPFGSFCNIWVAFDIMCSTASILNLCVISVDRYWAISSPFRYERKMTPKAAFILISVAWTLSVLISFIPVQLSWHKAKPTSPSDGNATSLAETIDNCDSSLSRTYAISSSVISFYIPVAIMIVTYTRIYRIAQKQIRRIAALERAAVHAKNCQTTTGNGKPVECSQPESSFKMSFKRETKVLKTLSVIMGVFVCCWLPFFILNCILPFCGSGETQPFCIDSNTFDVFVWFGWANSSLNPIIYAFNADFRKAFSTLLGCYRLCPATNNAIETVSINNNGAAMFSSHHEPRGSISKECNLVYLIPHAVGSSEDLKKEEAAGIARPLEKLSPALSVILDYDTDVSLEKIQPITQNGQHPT
#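 Antagonism measured as reduced calcium response to an EC80 dopamine addition following 180 s compound pre-read; cells were inducible HEK293 Trex D1 plated overnight at 30 C, read kinetically at 1 cycle/sec.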
# GRP78 ERSR act = induces the endoplasmic reticulum stress response in human glioma cells; Potency, µM, for the others: top-dose activation, usual class: activators; 0.02% of 420,000 active; AID 602332; U87-MG GRP78 promoter luciferase reporter, 16 h; further: potency means the concentration at half of the fitted maximal effect; series mostly up to about 76 µM; % of control where 0% means no effect; nearly all actives have a fitted effect of over 35% in size
#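 Stably transfected U87-MG human glioma cells carrying a GRP78-based luminescent sensor were seeded at 1000 cells/well, pin-dosed with compounds and incubated 16 h. Luciferase reagent was then added, and end-point luminescence was read after 10 min at room temperature.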
# D2 potentiator = positively modulates the human D2 dopamine receptor allosterically; potentiation, % at 10 µM; AID 485347; HEK293 T-REx D2, calcium flux, EC20 dopamine potentiation; 0.34% of 340,000 active;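 active means potentiation over 3 SD above the plate norm, cut at about 30% in these data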; further: 0% is about no effect
#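 Cells plated with tetracycline inducer and held overnight at 30 C; calcium dye loaded 30–90 min at room temperature; baseline taken, compound added and read 180 s; EC20 dopamine then added and read 180 s.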
# D1 potentiator = human D1 dopamine receptor positive modulation; P21728; AID 504651; potentiation, % at 10 µM; 0.036% of 360,000 active; HEK293 TREx D1 cells, calcium flux, dopamine EC20 potentiation; in the data active means potentiation above about 30%; further: 0% is about no effect
# Vif-A3G inh = blocks the Vif interaction with human APOBEC3G; Q9HC16; HeLa A3G-eYFP + Vif (tagged APOBEC3G with the HIV-1 protein that degrades it), YFP fluorescence, overnight; Potency, µM (titrated, usually from 46.1 µM), without a hit: at the top dose activity, negative = active, actives largely listed as inhibitors; 0.076% of 410,000 active;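 further: potency means the concentration at half of the fitted maximal effect; on the % scale 0 is the no-effect control and ±100 the full control effect; nearly all actives have a fitted effect of over 60% in size; hits raise eYFP signal because A3G escapes Vif-driven loss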
# Target sequence (Q9HC16 whole entry, looked up): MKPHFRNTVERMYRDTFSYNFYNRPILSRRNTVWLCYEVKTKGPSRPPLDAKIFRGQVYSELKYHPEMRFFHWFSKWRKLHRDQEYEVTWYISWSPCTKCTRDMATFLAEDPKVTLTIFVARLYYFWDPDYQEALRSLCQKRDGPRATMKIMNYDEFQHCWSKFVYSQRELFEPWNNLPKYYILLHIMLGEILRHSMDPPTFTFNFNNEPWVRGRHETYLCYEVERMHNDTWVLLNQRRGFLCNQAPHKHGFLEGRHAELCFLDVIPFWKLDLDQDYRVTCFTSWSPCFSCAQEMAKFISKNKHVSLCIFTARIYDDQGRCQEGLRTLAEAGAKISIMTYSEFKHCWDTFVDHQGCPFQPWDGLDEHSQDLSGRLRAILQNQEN
#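 Read-out is eYFP fluorescence (Ex 488/Em 500-530) from Vif-expressing HeLa A3G-eYFP cells; more signal means A3G escaped Vif-mediated degradation. Cells plated overnight, compound pinned in, incubated overnight at 37 deg C.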
# Vif-APOBEC3F blk = inhibitors of Vif-A3F interaction. HeLa A3F-eYFP + Vif (tagged APOBEC3F with the HIV-1 protein that degrades it), YFP fluorescence increase. Potency, µM (top dose mostly 46.1 µM), for inactives: top-dose activity, negative = active. 0.2% of 390,000 active. AID 602313; further: potency means the concentration at half of the fitted maximal effect; % of control where 0% means no effect; nearly all actives have a fitted effect of over 65% in size
#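 HeLa cells stably expressing Vif plus C-terminally eYFP-tagged A3F were seeded, incubated overnight at 37 deg C, dosed with compound, incubated overnight again at 37 deg C. Yellow fluorescence (Ex 488/Em 500-530) reported blocked Vif-mediated A3F-eYFP degradation.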
# LDHA block = blocks human lactate dehydrogenase A | activity change, % (values are at about 110 or 230 µM) | P00338 | purified LDHA, NADH/diaphorase-resazurin fluorescence; active compounds read low | 0.15% of 480,000 active; in the data active means activity change below about -30%; inconclusive means mostly about -25% to -30%;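 further: plate controls were DMSO wells for no effect and wells without enzyme for full effect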
#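 LDH5 2 nM; NADH 0.06 mM, pyruvate 0.2 mM; 200 mM Tris pH 7.4, EDTA, Tween-20; 5 min RT. Detection: diaphorase 0.133 mg/mL + resazurin 37 µM, fluorescence ex540/em590 at 0 and 20 min; normalized to enzyme-free and DMSO wells.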
# D1 ag = human D1 receptor agonism | P21728 | HEK293 T-REx D1 cells, calcium flux, agonist mode | activation, % at 2 µM | 1% of 360,000 active | AID 504660; in the data active means activation above about 30%; further: 0% is about no effect
#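 Tetracycline-induced HEK293 TREx D1 cells, force-coupled to calcium signalling, were dye-loaded with a no-wash calcium kit. Compound was pin-added after a 10 s baseline. Fluorescence was read kinetically at 1 cycle/s for 180 s, with calcium rises flagged as agonism.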
# An asterisk follows results filed as active; ? = inconclusive; . = not tested or not shown; & = joins results of further samples. Unless noted, the call rests on the fitted dose curve; in most records, active means well fitted curve in the direction sought with a large enough effect; inconclusive means small, poorly fitted or top-dose-only effect, or another doubt; inactive means no such curve, though single readings can be large; an effect the other way counts as inactive or inconclusive. These rows are one share of the data, so the mix of outcomes need not match the whole.
SMILES,RXFP1 agonist,D1 antag,GRP78 ERSR act,D2 potentiator,D1 potentiator,Vif-A3G inh,Vif-APOBEC3F blk,LDHA block,D1 ag
Cc1ccccc1NS(=O)(=O)c1ccc2c(c1)NC(=O)CCS2,1.5%&-1.6%,4&-19,-4%&-1%,-6,1&-1,-3%&-4%,0%&0%,-2&-6,4&4
COC(=O)c1ccccc1NC(=O)CN(c1ccccc1OC)S(C)(=O)=O,-1.6%,1,0%,-1,-2,4%,1%,-2,2
CCn1c(=O)c(C(=O)Nc2ccccc2S(N)(=O)=O)c(O)c2ccccc21,-0.2%,7,4%,-2,2,-29%,-6%,-9,-1
Cc1cccc(NC(=O)CSc2nnnn2C2CCCC2)c1,-0.8%,4,0%,-2,.,0%,-5%,-8,20
CCCCNc1cc(NC2CCCCC2)c2c3c(onc13)-c1ccccc1C2=O,0.3%,8,-2%,3,1,0%,-13%,21,-1
Cn1c(SCC(=O)NCc2ccccc2)nnc1-c1ccc(NC(=O)CCc2ccccc2)cc1,-0.3%,-15,-7%,15,-7,-3%,0%,-15,0
COC(=O)c1cn(-c2ccccc2)nc1C(=O)OC,0.7%,-1,5%,2,0,0%,0%,-16,0
O=C(Nc1nccs1)c1ccc(COc2ccccc2Br)o1,0.2%,6,6%,-8,-4,0%,4%,2,4
CN(C)C=NC(=O)c1cc(C(=O)c2ccc(C(C)(C)C)cc2)c[nH]1,2.2%,-17,1%,-16,0,-3%,1%,-3,16
CCN(CC)C(c1ccc(F)cc1)c1nnnn1CC1CCCO1 (stereo not given),-1.2%,-1,-8%,.,-4,1%,-4%,-7,-3
COc1ccc(-c2nnc(SCC(=O)c3ccc([N+](=O)[O-])cc3)o2)cc1OC,2.8%,-15,-3%,0,-1,-3%,-2%,1,0
C/C(=N\N1C(C)CCCC1C)c1ccccc1O (stereo not given),1.9%,-3,2%,19,4,-10%,-10%,-5,4
C=CCNC(=O)c1sc(-c2ccccc2)nc1C,2.3%,-8,13%,2,-5,-7%,?,-7,1
C[C@@](Cc1ccccc1)(C(=O)O)N1C(=O)c2ccc(C(=O)O)cc2C1=O,-0.1%,0,.,.,-1,.,.,.,1
COc1ccc(NC(=O)C2C3C=CC(C3)C2C(=O)NCc2ccco2)c(OC)c1 (stereo not given),0.7%,-25,-3%,-2,-16,-9%,2%,4,2
Cc1cc(-c2nc3cccnc3s2)ccc1NS(=O)(=O)c1cccs1,11%,-1,-1%,16,-4,-11%,-8%,-3,4
Cc1cn2c(=O)c(S(=O)(=O)Nc3ccc(N4CCOCC4)cc3)c(C)nc2s1,-0.2%,-4,-2%,1,-5,5%,-2%,3,5
CCOc1ccc(S(=O)(=O)N2CCCC(C(=O)Nc3cc(C)cc(C)c3)C2)cc1 (stereo not given),-1.1%,-6,-2%,7,3,0%,10%,-9,4
O=C1NC(=O)C2(N1)c1ccccc1-c1ccccc12,.,.,-3%,.,.,0%,10%,-7,.
NS(=O)(=O)c1ccc(CNC(=O)/C=C/c2c(F)cccc2Cl)cc1,-0.1%,-2,1%,-6,-2,-6%,2%,-9,5
O=C(O)c1cccc(NC(=S)NC(=O)C(c2ccccc2)c2ccccc2)c1,-3.4%,-13,12%,0,0,-13%,13%,-3,2
Cc1nn(-c2ccccc2)c(Cl)c1/C=N/NC(N)=O,2.4%,-32*,5%,-19,2,-8%,7%,-10,2
CCOc1ccc(/C=C(\C#N)C(=O)NCC2CCCO2)cc1OCC (stereo not given),1.9%,19,-4%,17,0,0%,1%,-8,1
O=C(NCNC(=O)c1ccccc1)c1ccccc1,1.4%,-19,-1%,2,-5,1%,-10%,-9,1
CCn1c(CNc2ccc(F)cc2)nnc1SCC(=O)Nc1ccc(OC)cc1,-3.4%,-13,-3%,6,-2,1%,7%,-2,0
Cc1ccc(OCCn2c3ccccc3n3nc(C)c(=O)nc23)cc1,1.1%,7,-4%,6,3,0%,-48%,-11,2
Cc1ccc(-n2c(C)nnc2SCC(=O)N2CCOCC2)cc1,-2.3%,-2,1%,-6,3,0%,3%,-11,1
O=C(CNC(=O)c1ccc(Cl)cc1)OC(C(=O)Nc1cc(C(F)(F)F)ccc1Cl)c1ccccc1 (stereo not given),.,25,.,.,5,.,.,5,2
CN1CCN(C(=O)C23CCC(C)(C(=O)C2Br)C3(C)C)CC1 (stereo not given),0.5%,-11,-3%,-7,-2,-4%,-12%,-2,4
C/C(=N/NC(=O)c1cc2ccccc2cc1O)C1C(=O)c2ccccc2C1=O,1.0%,-19,-3%,11,6,2%,0%,-21,3

# Structural class, the entries above containing bromine
SMILES,RXFP1 agonist,D1 antag,GRP78 ERSR act,D2 potentiator,D1 potentiator,Vif-A3G inh,Vif-APOBEC3F blk,LDHA block,D1 ag
O=C(Nc1nccs1)c1ccc(COc2ccccc2Br)o1,0.2%,6,6%,-8,-4,0%,4%,2,4
CN1CCN(C(=O)C23CCC(C)(C(=O)C2Br)C3(C)C)CC1 (stereo not given),0.5%,-11,-3%,-7,-2,-4%,-12%,-2,4

# Other entries:
SMILES,RXFP1 agonist,D1 antag,GRP78 ERSR act,D2 potentiator,D1 potentiator,Vif-A3G inh,Vif-APOBEC3F blk,LDHA block,D1 ag
CN=c1scc(-c2ccccc2Br)n1/N=C/c1ccc[nH]1,-0.5%,-11,.,-2,-5,.,.,.,-3
COc1ccc(-c2nc(Cn3c(SCc4ccccc4F)nc4cccnc43)c(C)o2)cc1,3.6%,9,0%,-8,-1,1%,-4%,1,14
O=C(Cn1cnnn1)Nc1cccc([N+](=O)[O-])c1,1.2%,4,-4%,6,-6,-1%,-8%,-13,3
O=C(Nc1nn(Cc2ccc(Cl)cc2)cc1Br)c1ccc(COc2ccccc2Cl)o1,0.0%,4,-3%,9,-1,-7%,1%,-5,4
CCOc1ccc(S(=O)(=O)N2CCN(C(=S)NCc3ccco3)CC2)cc1,1.4%,-30,-2%,0,-8,-5%,-5%,-1,2
C=CCOC(=O)C1=C(C)NC2(O)c3ccccc3C(=O)C12O (stereo not given),-0.7%,-22,-1%,-5,0,1%,1%,5,1
C=CCC[C@H](Cc1ccc(F)cc1)C(=O)OC[C@@H](NC(=O)[C@@H](CC=C)CC(=O)N[C@@H](CO)Cc1ccccc1)C(C)(C)C,.,.,-3%,.,.,-13%,-12%,6,.
CC1(C)CC(=O)C/C(=N\NC(=S)NCc2ccccc2)C1,-2.6%,10,4%,0,-1,0%,-23%,-5,1
COc1ccccc1/C=C/C=N/n1c(C2CCCCC2)n[nH]c1=S,-2.8%,1,-7%,9,-2,-9%,-16%,-2,5
c1ccc2c(C3=NNC(=NC4CCCCC4)SC3)c[nH]c2c1,-0.8%,-10,-1%,-19,-1,-3%,1%,1&0,1
COc1ccc(Cc2[nH]n3c(=O)c(Cl)c(C)nc3c2-c2ccccc2)cc1,0.5%,-15,-1%,8,-1,1%,-13%,-3,1
COc1ccc(CCN2C(=O)CC(C(N)=O)SC2=Nc2ccc(F)cc2)cc1OC (stereo not given),3.6%,10,0%,1,-1,1%,8%,0,3
Cn1c(SCC(=O)N2CCOCC2)nnc1-c1ccc(Cl)cc1Cl,1.9%,-1,-3%,-2,-4,-4%,-5%,-6,1
Cc1ccc(S(=O)(=O)SC/C=C/CSS(=O)(=O)c2ccc(C)cc2)cc1,.,.,-7%,.,.,-7%,10%,-7,.
COc1ccc(-n2cnc3c(N)nc(N)nc32)cc1,.,.,-3%,.,.,-8%,3%,-1,.
Cc1ccc(CN2CCN(Cc3ccc(C)s3)CC2CCO)cc1 (stereo not given),0.7%,9,-2%,-23,9,1%,4%,-2,2
CCOC(=O)c1cnc2ccccc2c1Nc1ccc2c(c1)OCCO2,1.4%,-10,-5%,-4,-8,-1%,-1%,-4,6
Cc1ccc(C2=NS(=O)(=O)N(C)C(C(=O)NCc3ccccn3)=C2)cc1,-0.8%,12,-1%,-13,-5,-1%,2%,-5,0
O=C(CSc1n[nH]c(-c2ccccc2)n1)N1CCCC1,-2.8%,1,4%,9,-5,1%,10%,-8,6
CCn1nnnc1NCc1c(OC)ccc2ccccc12,-0.9%,-3,-4%,3,7,1%,3%,-7,0
CCOC(=O)N1CCC(NS(=O)(=O)c2cc(Br)cnc2N)CC1,-0.1%,-30*,-2%,19,-8,5%,-1%,-2,2
Cc1ccc(C(c2nnnn2C2CCCCC2)N2CCc3ccccc32)cc1 (stereo not given),2.4%,-34*,-3%,-6,-8,-6%,-7%,2,3
Cc1ccc(SC2=C(N(C)C)C(=O)c3ccccc3C2=O)cc1,.,.,10%,.,.,?,?,35,.
CC(=O)OCC(=O)Nc1ccc(C(C)=O)cc1,1.8%,3,0%,-9,3,1%,-5%,-3,4
CS(=O)(=O)NCCNc1ccc(C(F)(F)F)cc1[N+](=O)[O-],1.6%,4,2%,-2,-2,1%,-5%,0,1
CCCCn1c(N)c(Sc2ccc(C)cc2)c(=O)[nH]c1=O,1.4%,-8,-4%,-3,4,-2%,-1%,-4,-1
CCC(C)(C)n1nnnc1C(c1cccc(C#N)c1)N1CCN(c2cc(C)ccc2C)CC1 (stereo not given),3.7%,5,-3%,-8,0,-4%,-1%,-5,3
COc1cc2c(cc1OC)CN(CC(=O)Nc1ccccc1C#N)CC2,3.1%,-12,0%,14,-3,-1%,-4%,-3,-1
COC(=O)c1ccc(CSc2ncnc3ccccc23)o1,4.6%,18,-2%,15,0,-1%,1%,1,4
CCn1c(SCC(=O)NC2CC2)nnc1-c1ccncc1,1.5%,-7,-2%,11,2,1%,-2%,-8,3
Cc1ccccc1N(CC(=O)NCCSCc1ccccc1)S(C)(=O)=O,4.0%,10,1%,3,-2,0%,-6%,0,4
C/C(Cl)=C/Cc1c(C)[nH]c2ccc(C)cc2c1=O,1.6%,-7,-1%,0,-3,-1%,.,-3,-1
CCCCN(CCCC)CCCNC(=O)Cn1cc2c(n1)-c1c(oc(C(=O)N3CCCC3)c1C)CC2,-0.6%&0.2%,-4&8,-5%&2%,20&-2,-6&-2,4%&7%,8%&-12%,5&25,0&0

# From PubChem BioAssay
